Rab7 wt GTP bind: modulators of GTP binding to Rab7, primary screen, biochemical, wildtype, multiplex bead flow cytometry | GST-Rab7 beads, fluorescent GTP binding; actives lie on both sides; untreated = 100%, excess cold GTP = 0% | GTP binding activity (percent of control), % at 10 µM | hit rate 0.055% among 190,000;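 active means fluorescent GTP binding to Rab7 beads changed by at least 20 points from the 100% baseline, either direction, mostly lower; inconclusive means compound itself probably fluorescent, or too few beads counted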;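 further: median green fluorescence of bound Bodipy-FL-GTP per Rab7 bead population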
Avidin bead fluor: green autofluorescence of compounds with avidin beads – biophysical, 488/530 nm, flow cytometry, artefact control, profiling panel | compound fluorescence 488/530 nm; hits give high values | fluorescence (KMESF) at 10 µM | hit rate 0.38% among 220,000; in the data active means fluorescence above about 47; further: inactives centre near 10
Rac1 wt GTP bind: wildtype Rac1 GTP binding modulators, primary screen, biochemical, GST-Rac1 beads, flow cytometry, multiplex. hit rate 0.27% among 190,000. fluorescent GTP binding; actives lie on both sides; 0 = cold GTP competed, 100 = untreated. GTP binding activity (% of control), % at 10 µM. Ras-related C3 botulinum toxin substrate 1 (Homo sapiens), P63000;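 active means GTP binding activity at least 20 points away from the 100% control level, either lower or higher; inconclusive means compound flagged as likely green fluorescent, judged across all proteins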
Pf gametocyte: late stage P. falciparum gametocyte viability inhibitors, primary screen, ATP luminescence, HTS; P. falciparum stage V gametocytes, 24 h; inhibition, % at 10.9 µM; hit rate 0.065% among 150,000; AID 743093, 2013;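 active means inhibition above the mean plus 3 SD of compounds within the control limits, set per campaign, cut at about 38% in these data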;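 further: 0% = DMSO wells and 100% = medium only without gametocytes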
ABCB1 inh: ABCB1 efflux pump inhibitors, primary screen, cell-based, multiplex, flow cytometry, ABCG2 counter-screen; CCRF-Adr cells, JC-1 efflux; ATP-dependent translocase ABCB1 (Homo sapiens), P08183; inhibition, % at 6.6 µM; hit rate 0.067% among 190,000; in the data active means inhibition above about 40%;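 further: 0% = vehicle and 100% = reference inhibitor; higher value means more JC-1 retained so stronger ABCB1 efflux block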
Rac1 mut GTP: GTP binding modulators of activated mutant Rac1, primary screen, biochemical, bead-based flow cytometry, multiplex, fluorescent GTP. Ras-related C3 botulinum toxin substrate 1 (Homo sapiens), P63000. GST-Rac1 activated beads; actives lie on both sides; 100% means binding = to untreated wells. percent activity (GTP binding), % at 10 µM. AID 764, 2007. hit rate 0.11% among 190,000;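 active means GTP binding at least 20 percentage points away from the 100% baseline, in either direction, so actives lie on both sides; inconclusive means Compound likely fluorescent itself, or too few beads counted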
ABCG2 inh: ABCG2 efflux pump inhibitors, primary screen, multiplex with ABCB1, IgMXP3 cells, flow cytometry | AID 1325, 2008 | hit rate 0.1% among 190,000 | JC-1 efflux | Broad substrate specificity ATP-binding cassette transporter ABCG2 (Homo sapiens), Q9UNQ0 | inhibition, % at 6.6 µM;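 active means inhibition above 80%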;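 further: 0% = DMSO and 100% = nicardipine control wells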
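Test system: IgMXP3 (ABCG2) plus far-red-tagged CCRF-Adr (ABCB1) cells. Reagent: JC-1 dye as substrate. Timing: 10 min exposure at 25 °C with rotation, no wash. Measured by: flow cytometric JC-1 green MFI at 530 nm. Read-out: percent efflux inhibition, scaled nicardipine 100% to DMSO 0%. Control set: nicardipine and DMSO wells.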
Rab2A wt mod: modulators of GTP binding to Rab2A wildtype, primary screen, biochemical, dog, bead-based flow cytometry, multiplex; GTP binding activity, % at 10 µM; GST-Rab2 wt beads, Bodipy-GTP binding; hit rate 0.19% among 190,000; AID 760, 2007; Ras-related protein Rab-2A (Canis lupus familiaris), P61105;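 active means GTP binding activity at least 20 points away from 100%, either lowered or raised; inconclusive means signal likely due to the compound's own green fluorescence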;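 further: 0% = beads with excess unlabeled GTP and 100% = no-compound control corrected for plate trend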
Cdc42 wt GTP: modulators of GTP binding to wildtype Cdc42, primary screen, biochemical, multiplex bead flow cytometry, Bodipy-GTP; percent activity (GTP binding), % at 10 µM; GST-Cdc42 beads; actives lie on both sides; hit rate 0.2% among 190,000; AID 761, 2007;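 active means percent activity GTP binding at least 20 points away from the 100% baseline, either down as inhibitor or up as activator; inconclusive means compound flagged as likely green fluorescent from well-wide comparison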;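 further: median bead fluorescence of bound Bodipy-FL-GTP at 100 nM; 0% = excess unlabeled GTP control and 100% = no compound control; below 100% means less GTP binding so inhibitor and above means activator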
Target sequence (P60953 whole entry, looked up): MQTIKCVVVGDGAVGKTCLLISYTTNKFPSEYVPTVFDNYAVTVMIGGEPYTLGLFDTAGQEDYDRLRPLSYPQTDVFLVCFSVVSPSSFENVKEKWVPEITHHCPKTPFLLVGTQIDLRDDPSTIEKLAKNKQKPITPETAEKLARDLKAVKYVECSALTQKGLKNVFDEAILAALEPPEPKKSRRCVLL
Mcl1 Noxa PPI: Mcl-1/Noxa binding inhibitors, primary screen, biochemical, TR-FRET, 1536-well. TR-FRET Mcl-1/Noxa peptide binding, 2 h. inhibition, % at 21.7 µM. hit rate 1.5% among 220,000. AID 1022, 2008;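 active means compounds that cut the protein-peptide binding signal by more than 50% relative to plate controls in a single-dose test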;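 further: His-tagged Mcl-1 with rhodamine Noxa BH3 peptide and terbium anti-His antibody; 0% = Mcl-1 plus Noxa peptide wells and 100% = peptide-only wells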
Target sequence (Q07820 whole entry, looked up): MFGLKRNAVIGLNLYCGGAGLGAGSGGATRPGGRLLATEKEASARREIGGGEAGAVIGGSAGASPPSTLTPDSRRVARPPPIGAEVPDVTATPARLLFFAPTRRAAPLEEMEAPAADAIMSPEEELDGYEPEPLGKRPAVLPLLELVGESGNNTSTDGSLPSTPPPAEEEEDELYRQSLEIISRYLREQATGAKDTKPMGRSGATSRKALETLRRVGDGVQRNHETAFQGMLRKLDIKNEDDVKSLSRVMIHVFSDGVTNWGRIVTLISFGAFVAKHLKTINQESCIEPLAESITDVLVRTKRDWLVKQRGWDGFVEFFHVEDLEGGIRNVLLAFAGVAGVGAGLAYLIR
HRas wt GTP: modulators of GTP binding to HRas wildtype, primary screen, biochemical, bead-based flow cytometry, multiplex; GTPase HRas (Homo sapiens), P01112; GST-Ras wt beads, Bodipy-FL-GTP binding; actives lie on both sides; GTP binding activity, % at 10 µM; hit rate 0.14% among 190,000;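 active means GTP binding activity at least 20% away from the 100% baseline, either lowered as inhibitor or raised as activator; inconclusive means flagged as likely green fluorescent, judged across all proteins in the well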;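 further: 0% = unlabeled GTP competition control and 100% = no-compound control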
Target sequence (P01112 whole entry, looked up): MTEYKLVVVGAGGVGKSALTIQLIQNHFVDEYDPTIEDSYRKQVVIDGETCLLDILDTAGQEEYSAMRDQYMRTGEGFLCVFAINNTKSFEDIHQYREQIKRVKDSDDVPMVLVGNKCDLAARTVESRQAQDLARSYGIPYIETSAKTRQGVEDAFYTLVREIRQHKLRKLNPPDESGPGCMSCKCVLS
* = called active by the depositor; u = inconclusive; x = not tested or not shown; + = active, no number; & = joins results of further samples.

SMILES	Rab7 wt GTP bind	Avidin bead fluor	Rac1 wt GTP bind	Pf gametocyte	ABCB1 inh	Rac1 mut GTP	ABCG2 inh	Rab2A wt mod	Cdc42 wt GTP	Mcl1 Noxa PPI	HRas wt GTP
COc1ccccc1CN1C[C@@H]2C[C@@H](c3ccc(C)cc3)N3CCC[C@@]23C1=O	102	11	103	-2	0.6	94	2	98	97	9	102
Cc1ccc(S(=O)(=O)NCCSc2nnc(N)s2)cc1	100	8	105	12	0.4	100	1	103	102	11	102
CCOC(=O)CNC(=O)Cn1cnc2ccc(S(=O)(=O)N3CCC(C)CC3)cc2c1=O	101	13	106	-37	0.2	98	1	102	103	-8	103
COc1ccc(NC(=S)NNc2ccc([N+](=O)[O-])cc2S(=O)(=O)Nc2ccc(C)cc2C)cc1	98	17	98	17	-1.2	96	-6	93	93	29	96
S=C(NCc1cccs1)NCC1CCCO1 (centres undefined)	93	10	97	-3	0.1	96	4	98	98	12	94
CN(C)c1ccc(N=Nc2ccccc2C(=O)OCC(=O)Nc2ccccc2C(F)(F)F)cc1	100	5	100	-35	-1.4	97	-2	98	97	10	96
C/C(=N\N1CCN(Cc2ccc(C)cc2)CC1)c1ccco1	99	6	110	33	0.3	105	1	102	107	-21	105
COc1cccc(NC(=O)Cn2nc(Cc3cccnc3)c3ccccc3c2=O)c1	98	6	94	x	0.9	95	5	98	98	9	97
CCN(CC#CCC1(O)c2ccccc2-c2ccccc21)C(C)C	98	11	102	14	1.9	99	6	98	98	9	101
CSc1ccccc1NC(=O)COC(=O)Cc1cccs1	94	8	97	5	1.3	97	10	95	95	5	97
Cc1ccc(S(=O)(=O)NCCC(=O)NCc2ccco2)cc1	100	11	106	6	-1.3	99	-6	99	106	15	100
c1ccc(CSc2nnc3c(n2)OC(c2ccco2)Nc2ccccc2-3)cc1 (centres undefined)	103	10	107	x	0.9	99	4	102	100	34	103
COC(=O)C(Cc1c[nH]c2ccccc12)NC(=O)c1cc(-c2ccc(OC)c(OC)c2)oc1C (centres undefined)	98	12	106	-21	1.6	101	14	101	103	33	101
Cc1ccc(C(=O)CN2C(=O)C(C)Oc3ccccc32)cc1 (centres undefined)	99	12	98	10	0.4	94	3	97	96	13	95
C#CCOCCOCCOCCNc1nc(N2CCN(C(=O)[C@H](CCCCN)n3cc(CCCC)nn3)CC2)nc(N2CCN(C(=O)[C@H](Cc3ccc(O)cc3)n3cc(CCO)nn3)CC2)n1	104	10	109	x	0.5	106	0	102	104	45	104
CCOC(=O)C1=C(C)NC2=C(C(=O)c3ccccc32)C1c1ccc(O)cc1 (centres undefined)	103	27	103	-20	3.3	100	22	98	102	25	102
Cc1sc(N)nc1C12CC3CC(CC(C3)C1)C2	97	9	101	8	0.3	98	1	95	96	-8	95
O=C(OC1CCN(c2ncc(C(F)(F)F)cc2Cl)CC1)c1ccc(Cl)cc1	99	8	100	8	0.4	98	1	101	101	38	101
CCc1cc(-c2n[nH]c(C)c2-c2nc(C)cs2)c(O)cc1OC	96	3	96	-2	1.9	93	10	96	95	16	95
CCOC(=O)c1nn(-c2cccc(C)c2)c2nnc(Cc3ccc(C)cc3)c(=O)n12	92	3	101	14	2.9	93	13	97	100	-3	96
CCOc1cc(C2NC(=O)NC(C)=C2C(=O)NCc2ccccc2)c(Cl)cc1O (centres undefined)	100	6	107	x	0.2	100	0	101	102	4	103
COC(=O)c1cc(OC)c(OCc2cc(C(=O)OC)oc2C)c(OC)c1	103	8	109	x	-0.2	102	0	104	107	4	104
COc1ccc(CCN=c2c([N+](=O)[O-])nn(-c3cccc(C)c3)n2O)cc1OC	98	17	101	-18	-0.1	97	2	97	97	0	97
CCN(CC)C(=O)C(=O)c1cccn1-c1ccc(C#N)cc1	107	6	99	-9	0.7	96	1	100	95	14	100
COc1ccc(NC(=O)COC(=O)Cc2ccc(Br)cc2)cc1	103	9	99	0	0.2	93	5	95	92	49	95
Further structures:
SMILES	Rab7 wt GTP bind	Avidin bead fluor	Rac1 wt GTP bind	Pf gametocyte	ABCB1 inh	Rac1 mut GTP	ABCG2 inh	Rab2A wt mod	Cdc42 wt GTP	Mcl1 Noxa PPI	HRas wt GTP
C(=N\n1cnnc1)/c1cccnc1	95	9	100	x	0.3	99	2	99	104	-6	99
CN(CC(=O)Nc1ccccc1N1CCOCC1)S(=O)(=O)c1ccc(Cl)cc1	102	27	104	8	3.4	101	10	101	104	-1	102
CCOC(=O)c1c(C)c(C(=O)NCc2cccs2)c(C)n1CC	104	9	107	x	0.6	100	7	102	100	15	101
Cc1ccccc1OC1=NS(=O)(=O)c2ccccc21	98	13	100	-9	0.4	95	0	96	97	12	95
Cc1ccc(Sc2nc3c(c(=O)[nH]c(=O)n3C)n2CCc2ccccc2)cc1	102	7	111	x	4.2	102	8	104	102	-15	103
Cc1ccccc1NC(=O)C(NC1CCCCC1)C(C)C (centres undefined)	101	5	96	-21	-0.2	94	-1	97	94	-1	94
CC(Sc1nncs1)C(=O)NCc1ccc2c(c1)OCO2 (centres undefined)	102	35	108	x	0.5	103	2	105	109	11	106
COc1cccc(-n2c(=O)c3c(C)c(C(=O)N(C)C)sc3n(CC(=O)NCCc3ccc(OC)c(OC)c3)c2=O)c1	97	13	107	-3	0.5	104	2	102	99	15	101
Cc1cc(NC(=O)c2cccc([N+](=O)[O-])c2)n(-c2ccccc2)n1	100	3	100	14	-0.3	101	2	100	99	5	100
COc1ccc(NC(=S)N(CCCN2CCCC2)Cc2ccco2)cc1	106	4	101	9	-0.8	99	-1	107	98	-4	103
Cc1nn(C)cc1CNC(=O)c1cccc(Cl)c1	101	9	102	x	0.2	99	1	101	100	3	103
O=C(NCc1n[nH]c(=S)n1-c1ccc(Cl)c(Cl)c1)c1ccc(S(=O)(=O)N2CCOCC2)cc1	95	5	95	-21	-0.7	94	-1	96	90	9	95
N=C1C(c2nc3ccccc3[nH]2)=C(O)CN1NC(=O)c1c[nH]c2ccccc12	96	21	102	24	-1.2	97	-5	96	96	-57	97
CCCCC(C)n1[nH]c(=O)cc1N (centres undefined)	103	8	99	x	0.2	100	1	100	99	-12	102
O=S(=O)(c1ccccc1)N1CCC2(CC1)OCCO2	96	11	97	24	1.0	95	14	97	93	19	94
CCOc1ccccc1N1CCN(C(=O)c2cc(C)oc2C)CC1	102	9	104	x	0.2	99	1	102	105	-13	101
COc1ccc(CCN(Cc2nc3ccccc3c(=O)[nH]2)C(=O)c2ccco2)cc1OC	95	8	98	-7	0.1	97	0	97	98	-6	99
Cc1cccc(OCCCC(=O)Nc2ccccc2C(F)(F)F)c1	106	17	105	x	0.4	99	1	104	103	1	104
CC1CCCCN1Cc1ccc(N(C)C)cc1 (centres undefined)	93	33	96	8	0.4	96	2	95	99	26	98
Cc1cc(C)c(C#N)c(SCc2[nH]nc3c2C(c2ccccc2)C(C#N)=C(N)O3)n1 (centres undefined)	97	30	103	x	3.5	96	15	99	98	21	98
Cc1nc(N)sc1C(=O)N/N=C/c1cccnc1	100	22	88	29	-0.2	92	0	91	91	15	91
CCCc1c(OCCCCc2nn[nH]n2)ccc(C(C)=O)c1O	100	8&10	96	x	0.4	91	2&1	92	98	21&-26	95
COC(=O)C1=C(C)N(c2ccc(Cl)cc2)/C(=C/c2ccc(O)cc2)C1=O	102	13	97	10	0.1	97	0	96	93	8	97
O=C(O)c1ccc(-n2nnnc2Oc2cccc3cccnc23)cc1	100	6	104	14	-0.2	100	0	101	103	-4	102
O=C(CSc1nnc(-c2ccccc2Cl)o1)N1CCCCC1	106	6	104	x	0.3	101	2	102	101	-16	100
(continued)
SMILES	Rab7 wt GTP bind	Avidin bead fluor	Rac1 wt GTP bind	Pf gametocyte	ABCB1 inh	Rac1 mut GTP	ABCG2 inh	Rab2A wt mod	Cdc42 wt GTP	Mcl1 Noxa PPI	HRas wt GTP
CN1CCN(C2=CC3=CC(=C(C#N)C#N)CCC3CC2)CC1 (centres undefined)	110	9	102	x	+	96	85*	104	98	-51	101
Nc1ccc(C(=O)N/N=C\c2cc(N=Nc3cccc4ccccc34)ccc2O)cc1	u	8	u	-37	-0.4	u	-1	u	u	x	u
O=C(c1ccc(Cl)cc1)N1CCC(c2nc(-c3cccs3)no2)CC1	102	16	104	x	5.9	98	24	102	104	7	102
CC(C)NC(=O)COc1ccccc1C#N	95	6	95	-7	-0.6	93	-1	95	92	2	95
CC(C)N(Cc1ccccc1)CC(O)COc1ccc(S(=O)(=O)N2CCOCC2)cc1Cl (centres undefined)	99	11	98	6	-0.1	96	-3	97	92	5	98
N#CC1=C(S)N(c2ccc(F)cc2)C(c2cccs2)NC1=O (centres undefined)	98	36	99	x	0.0	97	0	97	100	13	98
Fc1c(F)c(F)c(N=Cc2ccc3ncccc3c2)c(F)c1F	101	13	102	8	0.1	99	3	101	98	13	101
CC(=O)c1ccc(Nc2c3c(c(C#N)c4nc5ccccc5n24)CCC3)cc1	99	5	102	x	-0.9	100	-11	99	102	37	99
CCC(C)Nc1nc(-c2ccc3c(c2)NC(=O)CO3)cs1 (centres undefined)	104	6	107	x	0.1	105	1	106	106	14	106
Cc1noc(N)c1C(=O)Nc1ccc(F)c(Cl)c1	100	32	107	x	0.3	101	5	101	105	8	103
O=C(Cc1ccccc1)NCC(=O)OCC(=O)c1ccccc1Cl	94	9	96	8	0.1	96	5	94	94	11	96
O=S(=O)(Nc1cccc2ccccc12)N1CCCC1	99	8	100	5	0.3	99	1	99	101	11	99
Cc1cc(C(=O)NCc2cc(C(=O)O)oc2C)c(C)o1	106	10	105	6	0.5	99	1	105	105	19	106
Cc1ccc(NC(=O)CNCc2ccccc2)c(Br)c1	104	10	104	x	-0.3	96	1	101	98	22	100
COC(=O)C1=C(C)N(c2ccc(F)cc2)C(=O)C1	100	12	104	-18	0.8	103	2	106	106	10	105
CCc1cc2c(SCC(=O)NC(=O)c3cccn3C)ncnc2s1	96	13	96	2	0.3	94	6	97	95	14	95

Bioassay records as filed in PubChem.
